# Screening results from PubChem.
# m5-HT2A agonist = activates the mouse 5-HT2A serotonin receptor. P35363. CHO-K1 mHTR2A beta-arrestin complementation, luminescence; percent of 30 µM serotonin response. activation, % at 7.6 µM. hit rate 0.66% among 360,000. AID 624169;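 active = activation above a run cutoff, the mean activation of all tested compounds plus 3 SD, cut at about 14% in these data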;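 note: 0% = plate median of compound wells and 100% = 30 µM serotonin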
# Target sequence (P35363 whole entry, looked up): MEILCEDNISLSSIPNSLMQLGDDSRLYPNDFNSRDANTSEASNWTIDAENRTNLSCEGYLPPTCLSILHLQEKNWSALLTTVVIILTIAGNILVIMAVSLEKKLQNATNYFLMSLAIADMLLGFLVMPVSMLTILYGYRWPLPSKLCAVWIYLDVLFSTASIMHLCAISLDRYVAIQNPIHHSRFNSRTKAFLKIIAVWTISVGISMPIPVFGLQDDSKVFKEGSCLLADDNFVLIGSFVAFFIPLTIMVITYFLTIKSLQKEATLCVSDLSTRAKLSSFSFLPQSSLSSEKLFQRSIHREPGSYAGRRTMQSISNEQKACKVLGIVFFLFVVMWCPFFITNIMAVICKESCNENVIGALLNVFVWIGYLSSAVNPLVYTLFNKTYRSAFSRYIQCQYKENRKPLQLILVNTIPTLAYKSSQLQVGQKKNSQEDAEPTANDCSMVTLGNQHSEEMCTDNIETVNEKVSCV
# PDI turbidity = inhibitors of human protein disulfide isomerase; hit rate 0.052% among 350,000; P07237; PDI insulin aggregation turbidity, A650, 90 min; inhibition, % at 10 µM;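 active = mean inhibition across replicates of 30% or more, whatever share of single replicates reach that level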;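 note: absorbance from insulin aggregation driven by PDI reduction with DTT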
# Target sequence (P07237 whole entry, looked up): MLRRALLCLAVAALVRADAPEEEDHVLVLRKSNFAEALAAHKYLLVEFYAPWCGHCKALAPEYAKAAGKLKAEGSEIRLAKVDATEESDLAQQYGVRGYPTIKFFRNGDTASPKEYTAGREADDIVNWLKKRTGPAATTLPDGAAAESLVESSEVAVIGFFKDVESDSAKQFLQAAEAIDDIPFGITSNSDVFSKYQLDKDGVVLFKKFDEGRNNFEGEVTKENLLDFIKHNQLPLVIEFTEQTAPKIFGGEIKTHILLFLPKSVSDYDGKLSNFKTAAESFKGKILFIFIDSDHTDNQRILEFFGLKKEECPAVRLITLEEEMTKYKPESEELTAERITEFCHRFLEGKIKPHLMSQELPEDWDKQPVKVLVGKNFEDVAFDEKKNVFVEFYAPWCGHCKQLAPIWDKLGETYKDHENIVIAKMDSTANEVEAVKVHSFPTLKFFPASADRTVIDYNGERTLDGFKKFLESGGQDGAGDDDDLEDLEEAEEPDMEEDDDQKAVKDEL
# CaV13 FRET inh = Disruptors of the CACNA1D IQ motif to Ca2+-dependent inactivation inhibitor domain association, primary screening, Förster resonance energy transfer in intact living …. HEK cells, CFP/YFP FRET ICDI-IQ, plate reader, 10 min; percent FRET-ratio fall versus neutral wells. inhibition, % at 12.3 µM. hit rate 0.098% among 340,000;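 active = mean replicate inhibition of at least 30% and at least 1% of replicates passing that level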;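 note: 0% = median of the neutral control wells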
# Peg3 promoter = reduces Peg3 promoter-driven luciferase expression in HeLa | HeLa PEG-Prom luciferase reporter, luminescence, overnight | hit rate 1.7% among 360,000 | AID 588405 | inhibition, % at 20 µM;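 active = inhibition of at least 50% at 20 µM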
# Shn3 3UTR inh = inhibitors of Schnurri-3 3'UTR reporter in osteoblasts; Clone20 osteoblast Shn3 3'UTR firefly luciferase, 24 h; inhibition, % at 12.5 µM; hit rate 0.52% among 360,000;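 active = mean inhibition of at least 75% with every replicate also reaching 75%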;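 note: 0% = median of neutral control wells and 100% = pilot-screen positive control compound; some compounds past the cut are filed as inactive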
# HIF-2a inh = HIF-2a inhibition. 786-0 RCC cells HIF-2a reporter, luciferase luminescence, overnight. inhibition, % at 18.8 µM. hit rate 0.72% among 360,000. AID 624352;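 active = inhibition of the luminescence signal of 40% or more relative to plate controls, in a single-dose primary screen at 18.75 µM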
# NR2E3 ag-1 = activates human photoreceptor nuclear receptor NR2E3 | Q9Y5X4 | GST-NR2E3/biotin-RetCOR TR-FRET, 1536-well | inhibition of corepressor binding, % at 4.78 µM | hit rate 0.12% among 320,000 | AID 2300;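 active = percent inhibition above the cutoff of mean plus 3 SD of all tested compounds, set per screening campaign, cut at about 20% in these data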;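 note: 0% = DMSO wells and 100% = biotin wells as full block of FRET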
#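 Material – GST-tagged NR2E3 plus biotinylated RetCOR corepressor · Quantity – NR2E3 fusion 1.35 nM · Times – 5 h incubation at 4 °C · Medium – pH 7.5 Tris-based buffer · Technique – TR-FRET, Eu(K)-anti-GST donor, streptavidin-D2 acceptor, ex 340, em 617/671 nm · Benchmarks – high control biotin, low control 0.6% DMSO · Format – 1536-well plates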
# Cardio protect = modulators protecting cardiomyocytes from myocardial damage | H9c2 cardiomyocytes, H2O2 injury protection, ATPLite, 2 h | protection from H2O2 cell death, % at 20 µM | hit rate 0.63% among 360,000 | AID 588492;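 active = compounds giving at least 50% protection of heart cells from peroxide-induced death in the single-dose screen, raw or plate-pattern-corrected value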;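 note: 0% = DMSO wells with peroxide and 100% = DMSO wells without peroxide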
# NR2E3 ag-2 = human photoreceptor-specific nuclear receptor agonism | CHO-S Gal4-NCOR/VP16-NR2E3 two-hybrid, luciferase | inhibition of corepressor binding, % at 3.98 µM | hit rate 0.35% among 360,000 | AID 602229;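 active = inhibition above the mean of all tested compounds plus 3 SD, cut at about 70% in these data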;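 note: 0% = DMSO with NR2E3 transfected cells and 100% = cells lacking NR2E3 construct; higher means lower luciferase signal from less NR2E3 corepressor binding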
# iPSC survival up = enhancers of human iPSC single-cell survival; hiPSC single-cell survival, ATPlite luminescence; 100% = ROCK inhibitor wells, 0% = DMSO; survival enhancement, % at 20 µM; hit rate 0.044% among 360,000; in the data active = survival enhancement above about 18%;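 note: cells exposed to compounds for 16 hours before the ATP read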
# MITF TRPM1 inh = inhibitors of MITF-driven TRPM1 promoter in melanoma cells; SK-MEL-5 TRPM1 promoter luciferase, 24 h; inhibition, % at 12.5 µM; hit rate 0.83% among 330,000;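 active = mean inhibition across replicates of 60% or more, whatever share of single replicates reaches that level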; note: values of inactives mirror those of a sister screen read the other way
# Starred values were filed as active, the others as inactive; . = not tested or not shown.
canonical_smiles	CaV13 FRET inh	Shn3 3UTR inh	PDI turbidity	HIF-2a inh	NR2E3 ag-2	m5-HT2A agonist	Peg3 promoter	NR2E3 ag-1	iPSC survival up	Cardio protect	MITF TRPM1 inh
Nc1n[nH]c(-c2ccc(F)cc2)n1	-5	0	-8	6	8	-1	10	-2	2.5	2	7
CCC(CCC(=O)Nc1ccc(S(N)(=O)=O)cc1)C(=O)O (configuration not stated)	-2	-8	-1	6	-4	1	-1	2	-1.5	9	2
COc1ccc(OC)c(S(=O)(=O)N2CCCC(C(=O)NCc3ccncc3)C2)c1 (configuration not stated)	-7	-2	6	5	4	-1	7	1	0.2	-3	-7
Cc1ccc2c(c1)COc1c3ccc(C(=O)NCCO)cc3nn1-2	-7	-103	-3	-278	-132	-1	-303	0	-3.0	-14	-105
O=C(NCc1ccc2c(c1)OCO2)C1CCCCC1	-21	-9	8	-40	8	0	-30	-1	-0.5	-3	-17
Cc1cccc(C(=O)Nc2nnc(-c3ccco3)o2)c1	-15	12	5	-21	-13	4	-20	-4	2.5	37	12
O=C(Cn1c(NCCO)nc2ccccc21)N1CCN(Cc2ccccc2)CC1	-3	5	2	21	-14	3	4	3	-0.5	0	2
O=C(c1ccco1)N1CCN(C(=O)C2CC(c3ccc(F)cc3)=NO2)CC1 (configuration not stated)	-2	5	.	-4	-5	5	-15	-1	3.9	-9	24
Cc1ccc(S(=O)(=O)N2CCN(C(=O)COC(=O)c3cnc(C)cn3)CC2)c(C)c1	-5	-19	2	8	11	3	8	-2	-0.5	-1	-11
Cc1cccc(C)c1NC(=O)COC(=O)c1cccnc1	-4	-3	2	11	-8	11	6	6	0.3	2	-2
CC(C)(C)c1ccc(C(=O)Nc2nnc(C3=COCCO3)o2)cc1	-5	-1	-6	-20	3	-7	3	4	-0.5	11	0
O=C1OCCC1=COCCCCCOC=C1CCOC1=O	-6	-1	6	6	0	4	-3	.	-1.6	4	.
CCN(CC)Cc1c(O)ccc2cc(-c3nc4ccccc4n3C)c(=O)oc12	25	-28	0	-80	-23	-2	-79	5	2.8	3	-7
CC1CCN(CCCCOc2ccc(Cl)cc2)CC1	.	18	-8	6	-7	-11	7	2	-0.7	4	7
Cn1c(-c2ccccc2)n[nH]c1=S	-2	10	-2	11	12	9	7	-4	-0.4	1	-15
COc1cccc2c1oc1c(SCc3nc4ccccc4[nH]3)nc(C)nc12	-12	-7	-2	-42	-45	1	-14	.	-2.4	27	-10
CC1=CN2C(=NC(=O)CC2(C)C(=O)N(CC(=O)NC2CCCC2)c2cc(C)cc(C)c2)C=C1 (configuration not stated)	-2	-10	3	10	-1	8	13	3	-1.3	-3	.
CC1=C(C(=O)OC2CCCCCCC2)C(c2cccc(O)c2)NC(=O)N1 (configuration not stated)	-7	-2	4	6	-11	0	14	2	-0.3	-5	2
O=C(O)CNc1nc(NCc2ccc(Cl)cc2)ccc1[N+](=O)[O-]	-12	0	5	6	-3	-2	0	.	6.1	-4	.
O=C(Cn1[nH]c(=O)c2ccccc2c1=O)NCc1cccnc1	-4	23	-4	7	-8	-2	13	3	-1.1	16	7
COC(=O)/C=C1\S/C(=N/N=C/c2ccco2)NC1=O	-6	11	9	8	-12	-2	9	0	2.1	4	-3
CCOc1ccc(S(=O)(=O)n2cnc(C)c2)cc1	-1	19	-4	8	-18	-2	27	1	-0.1	-2	-11
CC(C)N=C(Nc1ccc(Cl)cc1)c1cccnc1	-4	-15	12	14	-12	-4	11	3	1.7	4	-9
CC(OC(=O)c1cc(=O)c2ccccc2o1)C(=O)Nc1ccc(N(C)C)cc1 (configuration not stated)	-6	-30	-1	-20	-32	7	-17	-1	8.1	4	-9
CC(=O)N(Cc1c(C)nn(-c2ccccc2)c1Cl)c1ccc(Cl)cc1	2	17	0	29	-17	-2	22	1	-1.9	14	-1
COc1ccc(C2=NOC(C)(c3nnc(-c4ccncc4)o3)C2)cc1 (configuration not stated)	-4	-4	-4	3	5	-4	-9	2	6.0	-2	11
O=S(=O)(NCc1ccccc1)c1ccc(-n2cccn2)cc1	-7	11	-3	10	8	4	12	-1	-0.5	-6	-3
CN(CCC(=O)Nc1ccc(Cl)cc1)Cc1ccccc1	-20	-12	-3	6	-18	-2	-4	4	-0.4	6	-4
Cc1ccc(C(=O)NCC(=O)NCc2cc(=O)n(C)c(=O)n2C)cc1C	-14	1	-7	1	-29	0	-3	-2	-0.5	2	18
COCCNc1c2c(nc3c(-c4ccccc4)c(C)nn13)CCCC2	-5	12	7	6	13	-3	5	6	-2.8	-6	-2
Brc1ccc2c(c1)OCCOCCOCCOCCOCCO2	-5	7	-6	21	-7	5	-7	-4	-1.3	17	5
Fc1ccc(Nc2nc(N/N=C/c3ccco3)nc(N3CCCCC3)n2)cc1	4	-5	-3	-31	-9	-10	23	-1	-1.9	-1	-8
CCc1nc(NCCN2CCOCC2)c(C#N)c2c1CCCC2	-2	6	9	19	19	-4	26	4	2.5	-4	14
CCOC(=O)C1CCN(c2c(-c3ccccc3)c3cc(Cl)ccc3[nH]c2=O)CC1	-5	-10	-3	9	27	5	24	-3	2.5	-11	5
O=C(COC(=O)c1cccc(S(=O)(=O)N2CCCCC2)c1)NC1CCCCC1	-2	4	0	1	-2	0	-5	4	-0.4	-6	-8
N#Cc1c(NC(=O)c2ccccc2)sc2c1CCCCC2	.	-36	-4	-129	-98	-2	-293	2	-2.1	-32	-46
O=C(COC(=O)c1ccc(F)c(S(=O)(=O)N2CCOCC2)c1)Nc1ccc2c(c1)OCO2	-6	-1	-2	1	-13	0	-2	.	-0.4	-6	1
CCOc1ccc(NC(=O)CSc2nc3cccnc3n2CC)cc1	.	-15	-2	10	-9	-1	5	.	2.9	-1	3
Cc1c(C(=O)N2CCCCC2)c(S(=O)(=O)N2CCN(c3ccccc3F)CC2)c(C)n1C	-6	-13	-4	4	-17	-1	13	1	0.4	-1	4
CCN(CC)S(=O)(=O)c1ccc(N=N/C(C(C)=O)=C(/C)O)cc1	0	-4	-1	-20	10	1	-3	3	-4.6	-11	-26

# The list goes on; it opens with the seven that closed the last part.
canonical_smiles	CaV13 FRET inh	Shn3 3UTR inh	PDI turbidity	HIF-2a inh	NR2E3 ag-2	m5-HT2A agonist	Peg3 promoter	NR2E3 ag-1	iPSC survival up	Cardio protect	MITF TRPM1 inh
CCOC(=O)C1CCN(c2c(-c3ccccc3)c3cc(Cl)ccc3[nH]c2=O)CC1	-5	-10	-3	9	27	5	24	-3	2.5	-11	5
O=C(COC(=O)c1cccc(S(=O)(=O)N2CCCCC2)c1)NC1CCCCC1	-2	4	0	1	-2	0	-5	4	-0.4	-6	-8
N#Cc1c(NC(=O)c2ccccc2)sc2c1CCCCC2	.	-36	-4	-129	-98	-2	-293	2	-2.1	-32	-46
O=C(COC(=O)c1ccc(F)c(S(=O)(=O)N2CCOCC2)c1)Nc1ccc2c(c1)OCO2	-6	-1	-2	1	-13	0	-2	.	-0.4	-6	1
CCOc1ccc(NC(=O)CSc2nc3cccnc3n2CC)cc1	.	-15	-2	10	-9	-1	5	.	2.9	-1	3
Cc1c(C(=O)N2CCCCC2)c(S(=O)(=O)N2CCN(c3ccccc3F)CC2)c(C)n1C	-6	-13	-4	4	-17	-1	13	1	0.4	-1	4
CCN(CC)S(=O)(=O)c1ccc(N=N/C(C(C)=O)=C(/C)O)cc1	0	-4	-1	-20	10	1	-3	3	-4.6	-11	-26
COCCn1c(-c2ccc(OC)cc2)cnc1SCC(=O)Nc1ccc(OC)cc1OC	-3	19	14	11	-10	3	64*	-3	-1.5	-4	-1
CC/C(C)=N\N=C\c1c(O)n(CC)c2cc(C3=NNC(=O)CC3)ccc12	.	-9	-6	2	-49	2	10	2	-1.4	61*	-10
CC(O)(c1ccccc1)c1nc(-c2cccc(C#N)c2)cs1 (configuration not stated)	-11	-16	6	-4	-32	-7	24	.	-2.5	-2	.
CN1C2CCC1CC(NC(=O)c1cc(Cl)cc3[nH]cnc13)C2 (configuration not stated)	-5	15	0	19	-1	-7	1	-2	0.8	4	9
COC(=O)[C@H](CCSC)NC(=O)N1CCC(C)CC1	-8	6	0	10	-30	8	0	-3	3.8	4	10
O=C1C=C(O)C(n2cncn2)C(c2ccc3c(c2)OCO3)C1 (configuration not stated)	-18	7	-3	12	-15	4	3	24*	0.6	6	-4
CCOc1ccc(CCN2C(=O)C(=O)N([C@@H](CC(C)C)CN3CCC[C@H]3CN3C(=O)C(=O)NC[C@@H]3CC(C)C)C[C@@H]2Cc2ccccc2)cc1	-5	.	.	-11	-3	2	.	.	0.8	.	.
Cc1cccc(NC(=O)c2cccnc2Oc2ccccc2)c1C(=O)O	-4	-11	5	14	-26	3	18	-1	0.0	2	0
COc1ccc(-n2ccnc(SCC(=O)NCc3ccc(C)cc3)c2=O)cc1Cl	-6	-6	-12	-2	-11	-2	-10	-2	1.0	-7	-17
O=c1[nH][nH]c(=O)c(Cl)c1Cl	-5	14	7	-6	34	0	-3	.	2.5	0	-3

# Laid out differently: 3 of the compounds above
> O=C1C=C(O)C(n2cncn2)C(c2ccc3c(c2)OCO3)C1 (configuration not stated)
  CaV13 FRET inh: -18; Shn3 3UTR inh: 7; PDI turbidity: -3; HIF-2a inh: 12; NR2E3 ag-2: -15; m5-HT2A agonist: 4; Peg3 promoter: 3; NR2E3 ag-1: 24*; iPSC survival up: 0.6; Cardio protect: 6; MITF TRPM1 inh: -4
> COCCn1c(-c2ccc(OC)cc2)cnc1SCC(=O)Nc1ccc(OC)cc1OC
  CaV13 FRET inh: -3; Shn3 3UTR inh: 19; PDI turbidity: 14; HIF-2a inh: 11; NR2E3 ag-2: -10; m5-HT2A agonist: 3; Peg3 promoter: 64*; NR2E3 ag-1: -3; iPSC survival up: -1.5; Cardio protect: -4; MITF TRPM1 inh: -1
> Cc1cccc(NC(=O)c2cccnc2Oc2ccccc2)c1C(=O)O
  CaV13 FRET inh: -4; Shn3 3UTR inh: -11; PDI turbidity: 5; HIF-2a inh: 14; NR2E3 ag-2: -26; m5-HT2A agonist: 3; Peg3 promoter: 18; NR2E3 ag-1: -1; iPSC survival up: 0.0; Cardio protect: 2; MITF TRPM1 inh: 0

# (next part)
canonical_smiles	CaV13 FRET inh	Shn3 3UTR inh	PDI turbidity	HIF-2a inh	NR2E3 ag-2	m5-HT2A agonist	Peg3 promoter	NR2E3 ag-1	iPSC survival up	Cardio protect	MITF TRPM1 inh
CCCC(O)(c1ccc(OC)cc1)C(CN(C)C)c1ccccc1 (configuration not stated)	-7	12	-12	-11	0	0	8	0	-2.5	0	9
COC(=O)c1nn(-c2ccc(F)cc2)ccc1=O	-19	3	-5	7	-10	1	6	0	-0.4	12	-3
Cc1cc(NC(=O)c2ccc3nccnc3c2)ccc1Br	-5	-69	-7	-263	-138	-6	-304	.	0.9	5	-60
C=CCN1C(=O)C(CC(=O)NCC)SC1=Nc1ccccc1OC (configuration not stated)	-12	-11	2	18	10	3	18	4	-0.4	-1	11
